WT yeast gro inh: growth inhibition of WT strain, primary screen, mitochondrial fusion inhibitor project, WT and mutant strains, chemical genetic | mitochondrial fusion phenotypic screen | inhibition, % at 10 µM | actives 2.1% (n = 190,000); in the data active means inhibition above about 58%; tested in S. cerevisiae
Autophagy HCS: autophagy modulators in MEF cells, primary screen, imaging, high-content, MEF GFP-LC3. MEF GFP-LC3 puncta imaging; test concentration mostly 10 µM. calls only at 10 µM (by protocol). actives 0.98% (n = 190,000). AID 463193, 2010;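 active means percentage of spot-positive cells more than 3 SD above its plate mean, without a fluorescence outlier flag or 80% toxicity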;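 further: spot-positive cell cutoff set from DMSO-treated cells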
Lipid droplet: inhibitors of hepatocyte lipid droplet formation, primary screen, imaging, high-throughput imaging, BODIPY stain | AML12 mouse hepatocytes, oleate lipid droplets | inhibition, % at 6.5 µM | actives 0.4% (n = 240,000) | AID 1656, 2009;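 active means lipid droplet intensity inhibited by at least 50%, with more than 500 cells counted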
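System: AML12 hepatocytes (mouse). Probe or stimulus: oleic acid at 100 µM to induce lipid droplet formation. Times: overnight treatment with compound plus oleate. Detection: Image-based BODIPY and DAPI two-channel analysis. Evaluation: percent inhibition of filter-corrected integrated lipid droplet intensity per well.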
MT stabilizer: microtubule stabilizers in HeLa cells, primary screen, imaging, high-content imaging; actives 0.83% (n = 200,000); HeLa tubulin immunostaining HCS, 24 h; share of cells brighter than vehicle mean+2SD; % tubulin-high responders, % at 10 µM;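 active means plate Z-score above 3 for both tubulin-high and condensed-nucleus cell shares, with cell loss under 80%, at 10 µM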;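 further: anti alpha tubulin signal scored within the nucleus-defined area of each cell; some results filed as inactive read as strong as hits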
ER stress rescue: rescue of cells from ER stress-induced death, primary screen, 384-well, CSM14.1, thapsigargin, ATP luminescence (AID 1222). CSM14.1 thapsigargin-induced death rescue, ATP luminescence; higher % means a stronger effect. one-dose cellular ATP content (survival), % at 20 µM; EC50 in µM for titrated hits. 190,000 tested, under 10 active;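 active means EC50 below 50 µM in the dose-response confirmation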;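 further: death triggered by thapsigargin at about 15 µM added after 2 h compound pretreatment; cell ATP read after overnight thapsigargin exposure of roughly 18 to 22 hours; normalized against plate controls of thapsigargin alone and 5% DMSO vehicle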
b-catenin transl: modulators of beta-catenin nuclear translocation, primary screen, imaging, HeLa cells, immunofluorescence, high-content; nuclear translocation activity, % at 5 µM; actives 0.3% (n = 190,000); AID 1665, 2009;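 active means nuclear translocation activity above 50% at 5 µM, with a well cell count of 50 or more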;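 further: per-cell ratio of nuclear to cytoplasmic median beta-catenin stain intensity; plate controls were DMSO negative control for no effect and GSK-3 inhibitor IX positive control for full effect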
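Assay system: human HeLa cells, native beta-catenin; doses: 5 µM primary, 0.02–20 µM confirmation; incubation: compound treatment 24 h, 37°C, 5% CO2; technique: fluorescence imaging of beta-catenin antibody stain plus DAPI; measure: % activation, nuclear-to-cytoplasmic median beta-catenin signal ratio per cell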
XIAP displacement: XIAP antagonists, biochemical, IAP family, fluorescence polarization (AID 1018) | actives 0.007% (n = 200,000) | XIAP BIR domain, fluorescence polarization peptide displacement; higher % means a stronger effect | displacement, % at 20 µM; hits with a dose series show IC50 in µM; in the data active means displacement above about 50%; further: a part of the inactive calls stands beside numbers as strong as those of hits
Dynein transport: inhibitors of GR-EGFP nuclear translocation, primary screen, dynein cargo transport inhibitor project, imaging, high-content, 3617.4 mouse cells | actives 0.47% (n = 220,000) | test concentration mostly 20 µM; stimulated with dexamethasone, 1 µM; active compounds read low | z-score, hits read low;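 active means plate z-score of nuclear minus cytoplasmic receptor signal below a set negative limit, without overly bright fluorescence or cell loss, cut at about -3.5 in these data, passing the limit was not always enough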;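 further: z-score of nuclear minus cytoplasmic ring GR-EGFP intensity difference per well; some compounds called inactive have numbers as strong as hits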
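Buffer or medium: Induction medium lacking tetracycline, stripped serum | Also added: Dexamethasone agonist, 1.0 µM final, for 30 min | Timing: 48 h induction, 1 h compound, 30 min dex at 37 °C | Detection: Formaldehyde fixation, Hoechst nuclear stain, 10x automated fluorescence imaging | Measure: Nuclear versus cytoplasmic GR-EGFP signal, averaged per well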
Insulin prom up: insulin promoter activators in MIN6 cells, imaging, high-content screening, mouse beta cells; z-score at 5 µM; actives 0.3% (n = 190,000); MIN6 insulin promoter-GFP reporter; active compounds read high; AID 1625, 2009;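 active means z-score above 3 at 5 µM with at least 500 cells counted in the well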
WT yeast gro inh mutant strain: further read-out of WT yeast gro inh, marked with its call; inhibition, %; mitochondrial fusion phenotypic screen, mutant strain inhibition
Dynein transport cytoplasmic EGFP: further read-out of Dynein transport, marked with its call; z-score; measured here: cytoplasmic GR-EGFP intensity; active compounds read high
Dynein transport nuclear GR-EGFP: recorded beside Dynein transport, whose call it bears; z-score; measured here: nuclear GR-EGFP intensity;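 lower value marks the stronger effect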
Dynein transport cell count: also measured in Dynein transport; calls as there; z-score; measured here: cell count per field
Insulin prom up cell count: recorded beside Insulin prom up, whose call it bears; cell count; measured here: cytotoxicity, nuclei count;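 total cells summed across four imaged fields per well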
Lipid droplet cells 6.5 µM: recorded beside Lipid droplet, whose call it bears; cell count; measured here: cell count, cytotoxicity flag;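 cells counted across two imaged fields per well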
b-catenin transl cell count 5 µM: also measured in b-catenin transl; calls as there; cell count; measured here: cell count, cytotoxicity flag
MT stabilizer Hoechst-high %: second read-out of MT stabilizer, no call of its own (marks repeat the call); % Hoechst-high responders; measured here: nuclear condensation Hoechst responders;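 share of cells brighter than vehicle mean plus two SD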
MT stabilizer cytotoxicity %: recorded beside MT stabilizer, whose call it bears; toxicity, %; measured here: cytotoxicity by cell density;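 0% = mean cell density of plate MIN control wells and 100% = no cells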
Autophagy HCS cell loss 18 h: further read-out of Autophagy HCS, marked with its call; toxicity, %; measured here: cell loss, nuclei count;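 cell loss after 18 h compound exposure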
The depositor's hits bear a star; i = inactive; / = no result given; + = active, no number.

SMILES	WT yeast gro inh	WT yeast gro inh mutant strain	Autophagy HCS	Autophagy HCS cell loss 18 h	Lipid droplet	Lipid droplet cells 6.5 µM	MT stabilizer	MT stabilizer Hoechst-high %	MT stabilizer cytotoxicity %	ER stress rescue	b-catenin transl	b-catenin transl cell count 5 µM	XIAP displacement	Dynein transport	Dynein transport cytoplasmic EGFP	Dynein transport nuclear GR-EGFP	Dynein transport cell count	Insulin prom up	Insulin prom up cell count
O=C(Nc1ccccc1)OC(CN1CCCCC1)C(F)(F)F (stereo not drawn)	-16.5	-4.5	i	11.4	/	/	1.9	1.3	11.3	4.2%	/	/	-2.4%	-1.14	-0.209	-0.973	-0.311	/	/
COCCN1CCC(CNCc2cn[nH]c2-c2ccc(C)c(C)c2)C1 (stereo not drawn)	-9.9	-4.7	i	16.9	12.0	615	6.8	1.2	2.2	-1.4%	-6.4	1001	-27.6%	1.7	-0.225	0.618	-0.252	0.37	1568
Cn1c(Cn2nnc3ccccc32)nnc1SCC(=O)N1CCc2ccccc21	0.0	-7.8	i	-9.2	/	/	2.7	1.9	10.0	0.3%	3.4	695	-6.8%	-0.076	0.0616	0.177	0.265	-0.68	1122
Cc1ccc(NS(=O)(=O)c2ccc(OCC(=O)NCC3CCCO3)cc2)cc1 (stereo not drawn)	6.9	13.6	i	-20.3	-15.5	746	3.7	3.6	1.1	1.6%	2.4	930	-1.8%	-0.993	-0.321	-0.68	0.646	-0.62	1406
CS(=O)(=O)c1nc(-c2ccc(Br)cc2)cc(-c2ccccc2)c1C#N	-33.9	-9.2	+	67.0*	14.4	774	44.2	6.5	79.1	-0.9%	/	/	-5.7%	-5.98*	0.496*	-2.21*	0.569*	/	/
COC(=O)/C=c1/s/c(=C(/C#N)C(=O)N2CCOCC2)n(-c2ccccc2)c1=O	-2.4	10.0	i	-1.1	-5.7	779	1.3	0.9	11.4	-2.4%	-3.7	1172	-7.9%	-0.774	-0.00779	-0.0991	0.774	0.19	1057
Cc1cc(C(=O)CSc2nnc(-c3ccncc3)n2-c2ccccc2)c(C)n1C	-1.3	9.5	i	-7.6	/	/	4.0	2.2	3.3	6.4%	/	/	-0.7%	-0.352	-0.335	-0.311	0.3	/	/
C=CCn1c(COc2ccccc2)nnc1SCC(=O)Nc1ccc(S(N)(=O)=O)cc1	-1.5	-1.1	i	-11.4	/	/	4.1	2.1	3.9	1.0%	-2.5	901	-3.5%	2.44	-0.279	0.486	-1.52	-0.05	1254
O=[N+]([O-])c1ccc(OCC(O)CN(C2CCCCC2)C2CCCCC2)cc1 (stereo not drawn)	-10.7	-7.7	i	-4.9	2.3	571	4.6	3.2	9.3	-0.4%	-0.4	1033	-8.8%	1.86	-0.189	0.754	-1.47	-0.74	1306
FC(F)(F)c1cc(-c2ccco2)nc(NCCc2ccccc2)n1	26.3	27.9	i	-3.3	/	/	3.0	1.9	6.6	-1.6%	1.1	1371	-5.5%	0.611	-0.161	0.439	-0.923	0	1553
CC(Sc1nc(-c2ccc(F)cc2)cs1)C(=O)Nc1ccc(Cl)cn1 (stereo not drawn)	21.7	8.3	i	2.2	4.7	498	2.7	2.3	0.3	-2.4%	-0.3	964	-16.8%	0.435	-0.301	0.121	-0.393	0.76	1333
O=C(COC(=O)/C=C/c1cccc(Cl)c1)NCCc1ccccc1	22.9	25.6	i	0.1	-6.1	611	2.3	2.6	1.8	2.6%	0.1	933	-3.8%	-0.756	0.292	-0.758	0.932	-0.02	1321
S=c1[nH]nc(-c2ccncc2)n1/N=C/c1cn(-c2ccccc2)nc1-c1ccccc1	/	/	/	/	-0.3	710	/	/	/	/	0.1	1276	/	0.884	-0.268	0.387	-0.365	-0.85	954
COCCn1c(=NC(=O)c2nc3ccccc3s2)sc2cc(S(C)(=O)=O)ccc21	10.8	-1.2	i	0.6	-2.4	541	1.8	2.5	7.4	6.1%	-0.4	1039	-4.1%	1.5	-0.25	0.355	-0.748	-0.48	1566
CCN(CC)S(=O)(=O)c1ccc(OC)c(NC(=O)c2cn(CC)c3nc(C)ccc3c2=O)c1	4.2	14.9	i	6.5	10.2	737	5.2	1.9	5.3	-1.9%	-5.9	1128	-5.9%	0.463	-0.346	0.706	-0.573	0.21	1588
COc1ccc(C(CC(=O)NCc2ccccc2)Sc2n[nH]c(-c3ccccc3)n2)cc1 (stereo not drawn)	2.0	-3.8	i	31.5	21.4	633	4.8	3.1	7.8	3.7%	-0.4	1124	-8.5%	0.471	-0.235	0.0312	0.593	-0.19	1502
COc1ccc(CCNC(=O)CSc2nc(C)cc(C)n2)cc1OC	5.2	11.4	i	17.8	-33.9	657	1.8	0.9	5.3	0.3%	-0.7	1430	-7.2%	-0.4	-0.299	-0.479	0.598	0.33	1475
CCOC(=O)c1sc(NC(=O)c2cc(-c3ccc(C)cc3)nc3ccccc23)c(C#N)c1C	12.0	9.2	i	-8.1	/	/	2.6	1.4	4.1	-1.5%	-0.3	1330	-1.9%	-1.08	-0.177	0.0183	0.627	0.17	1445
COc1ccc2cc(C(=O)Nc3ccc(Cl)cc3)sc(=O)c2c1OC	8.7	-6.4	i	-7.2	-19.0	553	4.5	3.0	1.1	-1.4%	-0.9	1147	-1.7%	0.632	-0.22	0.653	-0.874	0.14	1451
O=C(/C=C/c1ccc([N+](=O)[O-])cc1)NCc1ccccn1	-12.4	-3.6	i	7.1	9.3	700	4.2	3.9	11.7	-0.2%	/	/	0.8%	1.62	-0.142	1.17	-1.91	-0.25	1209
COc1ccc(Nc2nc(OC)nc(N3CCOCC3)n2)cc1	-13.2	-21.5	i	4.2	0.4	659	2.5	1.2	0.8	-0.5%	-0.9	1055	-1.9%	-0.678	-0.308	-0.378	0.659	0.25	1349
O=[N+]([O-])c1cc(S(=O)(=O)N2CCOCC2)ccc1N1CCCC1	17.2	53.9	i	-8.5	3.5	734	1.9	2.2	8.1	0.7%	-2.1	999	-0.6%	0.381	-0.0765	0.295	-1.75	0.85	1230
CC1(C)NC(=O)N(CC(O)CNC23CC4CC(CC(C4)C2)C3)C1=O (stereo not drawn)	10.8	12.0	i	-4.6	3.0	696	1.2	3.2	7.2	-2.2%	/	/	-6.3%	0.949	-0.246	0.533	-0.986	-0.58	1206
CCC(=O)Nc1cc(-c2nn(C)c(=O)c3ccccc23)ccc1OC	5.1	0.4	i	-7.9	6.7	777	4.2	3.6	7.9	-0.2%	0.5	1113	-2.7%	-0.559	-0.2	-0.326	0.763	-1.06	1298
CCCC(=O)Nc1cccc(Oc2nc(C)cc(C)c2C#N)c1	-0.2	6.7	i	1.4	/	/	4.3	1.6	5.2	-1.6%	0.2	1393	-2.1%	1.39	-0.0913	1.22	-1.57	-1.15	1234
COC(=O)c1ccc(NC(=O)CCS(=O)(=O)c2ccc(Br)cc2)cc1	-8.7	10.3	i	-2.5	-2.8	703	2.8	3.2	3.0	0.1%	/	/	-6.7%	-1.48	-0.325	-0.771	1.3	-0.33	1124
CC1(C)Cc2c(sc3c2c(=N)n(Cc2ccco2)c(=O)n3CC(=O)Nc2ccc(Cl)cc2)CO1	/	/	/	/	-8.2	716	/	/	/	-1.3%	-0.4	1179	-3.6%	/	/	/	/	0.07	827
O=C1C(Cl)=C(N2CCCCCC2)C(=O)N1c1ccccc1	22.7	12.4	i	5.8	/	/	3.5	2.4	5.9	1.3%	2.2	795	-3.4%	0.167	-0.0542	0.665	-0.999	0.94	1112
Cc1cc(C)c2nc(N3CCCC(C(=O)N4CCN(c5ncccn5)CC4)C3)sc2c1 (stereo not drawn)	67.3*	57.5*	i	3.8	/	/	1.8	1.3	10.6	1.3%	/	/	-7.6%	-0.844	0.488	-0.141	1.08	0.11	896
O=C1NC(c2cccnc2)C(C(=O)c2cccs2)C(O)(C(F)(F)F)N1 (stereo not drawn)	6.3	7.7	i	-8.9	2.4	712	2.5	3.7	12.9	/	-1.3	1107	-12.5%	0.0274	-0.227	0.706	-0.269	0.13	1340
O=C1c2ccccc2C(=O)c2c1cccc2-n1nnc2ccccc21	/	/	/	/	0.2	694	/	/	/	/	-0.2	1305	/	-0.728	-0.226	0.0283	-0.257	-0.97	1258
Cn1cc(CNCc2cn(C)nc2-c2ccc(C3CCCCC3)cc2)cn1	-3.7	22.9	i	34.4	5.4	684	3.9	1.4	11.4	-3.8%	-0.2	1465	-8.2%	0.875	-0.145	0.0553	-0.712	-0.72	1319

Some of the entries so far, with bars between the fields:
smiles | WT yeast gro inh | WT yeast gro inh mutant strain | Autophagy HCS | Autophagy HCS cell loss 18 h | Lipid droplet | Lipid droplet cells 6.5 µM | MT stabilizer | MT stabilizer Hoechst-high % | MT stabilizer cytotoxicity % | ER stress rescue | b-catenin transl | b-catenin transl cell count 5 µM | XIAP displacement | Dynein transport | Dynein transport cytoplasmic EGFP | Dynein transport nuclear GR-EGFP | Dynein transport cell count | Insulin prom up | Insulin prom up cell count
Cc1cc(C)c2nc(N3CCCC(C(=O)N4CCN(c5ncccn5)CC4)C3)sc2c1 (stereo not drawn) | 67.3* | 57.5* | i | 3.8 | / | / | 1.8 | 1.3 | 10.6 | 1.3% | / | / | -7.6% | -0.844 | 0.488 | -0.141 | 1.08 | 0.11 | 896
O=C1NC(c2cccnc2)C(C(=O)c2cccs2)C(O)(C(F)(F)F)N1 (stereo not drawn) | 6.3 | 7.7 | i | -8.9 | 2.4 | 712 | 2.5 | 3.7 | 12.9 | / | -1.3 | 1107 | -12.5% | 0.0274 | -0.227 | 0.706 | -0.269 | 0.13 | 1340
